CHRM4 agonist – human M4 muscarinic receptor agonists, primary screen, CHO-K1 cells, Fluo-8 calcium fluorescence. activation, % at 3 µM. hit rate 0.14% among 360,000. CHO-K1 hM4/Gqi5; vehicle 0%, full acetylcholine response 100%. Muscarinic acetylcholine receptor M4 (Homo sapiens), P08173;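 active = activation above the run mean over all test wells plus 3 SD, cut at about 32% in these data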;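 note: peak over basal fluorescence ratio per well then scaled between controls; 0% = DMSO wells and 100% = acetylcholine at EC100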
Target sequence (P08173 whole entry, looked up): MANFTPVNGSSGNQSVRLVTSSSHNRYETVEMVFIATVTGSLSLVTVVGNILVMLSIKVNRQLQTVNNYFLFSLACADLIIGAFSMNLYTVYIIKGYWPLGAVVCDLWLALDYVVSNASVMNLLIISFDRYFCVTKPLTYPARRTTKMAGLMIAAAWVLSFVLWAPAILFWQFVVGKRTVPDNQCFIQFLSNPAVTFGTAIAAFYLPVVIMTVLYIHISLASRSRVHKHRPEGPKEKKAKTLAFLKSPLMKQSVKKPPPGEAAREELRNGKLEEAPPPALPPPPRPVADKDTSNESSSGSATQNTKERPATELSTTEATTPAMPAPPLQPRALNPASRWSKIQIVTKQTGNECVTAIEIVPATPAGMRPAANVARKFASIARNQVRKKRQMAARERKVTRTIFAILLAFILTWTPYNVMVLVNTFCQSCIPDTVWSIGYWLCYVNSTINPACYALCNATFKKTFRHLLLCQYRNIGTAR
IDE inh – human IDE inhibitors in live cells, primary screen, fluorescence polarization, HEK cells, FAbetaB substrate; inhibition, % at 5.59 µM; Insulin-degrading enzyme (Homo sapiens), P14735; hit rate 0.41% among 320,000; FAbetaB cleavage;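 active = percent inhibition above the average of all tested compounds plus 3 SD, set per screening campaign, cut at about 16% in these data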;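 note: IDE supplied by intact live HEK cells; FP after avidin binding of uncleaved biotin substrate so inhibition keeps polarization high; 0% = DMSO wells and 100% = 60 µM reference IDE inhibitor Ii1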
CHRM5 PAM – human M5 muscarinic receptor positive allosteric modulators, primary screen, CHO-K1 cells, Fluo-8 calcium fluorescence; Muscarinic acetylcholine receptor M5 (Homo sapiens), P08912; CHO-K1 hM5, ACh EC20 PAM; 0% = ACh EC20, 100% = ACh EC100; activation, % at 3 µM; hit rate 0.3% among 360,000;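 active = activation above the run cutoff, the mean activation of all test compounds plus 3 SD, cut at about 18% in these data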
Target sequence (P08912 whole entry, looked up): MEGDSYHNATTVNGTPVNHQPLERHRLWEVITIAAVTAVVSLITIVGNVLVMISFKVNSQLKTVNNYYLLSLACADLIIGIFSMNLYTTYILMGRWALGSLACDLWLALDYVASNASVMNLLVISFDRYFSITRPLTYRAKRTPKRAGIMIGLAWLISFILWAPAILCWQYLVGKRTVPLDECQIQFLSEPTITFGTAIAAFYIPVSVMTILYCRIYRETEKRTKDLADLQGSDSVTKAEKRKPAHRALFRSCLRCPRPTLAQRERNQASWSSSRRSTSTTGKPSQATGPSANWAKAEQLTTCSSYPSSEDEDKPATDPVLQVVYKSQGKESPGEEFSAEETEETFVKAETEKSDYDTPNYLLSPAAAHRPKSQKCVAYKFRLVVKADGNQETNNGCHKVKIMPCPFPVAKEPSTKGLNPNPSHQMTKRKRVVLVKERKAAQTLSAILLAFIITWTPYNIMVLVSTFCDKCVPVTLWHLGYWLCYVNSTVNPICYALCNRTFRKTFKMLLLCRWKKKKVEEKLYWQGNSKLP
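System – CHO-K1 hM5 cells · Compound – 3 µM, single dose · Incubation – compound preincubation 140 s before EC20 acetylcholine addition · Technique – Fluo-8 calcium fluorescence · Measure – Max/basal fluorescence ratio as % of EC20–EC100 ACh window · Benchmarks – low control EC20 acetylcholine (0%), high control EC100 acetylcholine (100%) · Replication – singlicate, one well per test compound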
M4 PAM – human M4 muscarinic receptor positive allosteric modulators, primary screen, CHO-K1 cells, Fluo-8 calcium fluorescence; CHO-K1 hM4/Gqi5, ACh EC20; 0% = ACh EC20, 100% = maximal ACh; activation, % at 3 µM; hit rate 0.4% among 360,000; AID 624126, 2012;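 active = activation above its plate's cutoff, the mean activation of sample wells plus 3 SD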; note: some results filed as inactive read as strong as hits
CRFR2-BP ag – agonists of CRF-BP/CRF-R2 complex, primary screen, cell-based, HEK293, calcium dye fluorescence, uHTS; CRF-binding protein / CRF receptor 2 complex (human); calcium dye fluorescence (FLIPR); percent of saturating CRF peptide response; activation, % at 13.2 µM; hit rate 0.46% among 350,000;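 active = activation of at least 50%, plus an integration ratio under a set limit after plate pattern correction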;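 note: plate controls were neutral control wells without compound for no effect and CRF at EC100 for full effect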
M5 antag – human M5 muscarinic receptor antagonists, primary screen, CHO cells, Fluo-8 calcium fluorescence | Muscarinic acetylcholine receptor M5 (Homo sapiens), P08912 | CHO-hM5 cells, ACh EC80 | inhibition, % at 3 µM | hit rate 0.59% among 360,000 | AID 624040, 2012;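 active = inhibition above a per-plate cutoff, the mean of that plate's test compounds plus 3 SD, cut at about 27% in these data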;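 note: 0% = acetylcholine EC80 with DMSO and 100% = DMSO without agonist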
CHRM5 agonist – human M5 muscarinic receptor agonists, primary screen, CHO-K1 cells, Fluo-8 calcium fluorescence | Muscarinic acetylcholine receptor M5 (Homo sapiens), P08912 | CHO-K1 hM5 cells; 0% DMSO wells, 100% maximal acetylcholine response | activation, % at 3 µM | hit rate 0.19% among 360,000;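 active = activation above the run's mean over test compounds plus 3 SD, cut at about 23% in these data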;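 note: signal is peak over basal fluorescence ratio across the kinetic read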
CRFR2-BP antag – antagonists of CRF-BP/CRF-R2 complex, primary screen, cell-based, HEK293, calcium dye fluorescence, uHTS; CRF-induced calcium fluorescence; hit rate 0.59% among 350,000; inhibition, % at 11.8 µM;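 active = inhibition of the ligand-induced calcium signal above about 50% at the single tested concentration, limit read from the data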
CHRM4 antagonist – human M4 muscarinic receptor antagonists, primary screen, CHO cells, Fluo-8 calcium fluorescence | Muscarinic acetylcholine receptor M4 (Homo sapiens), P08173 | CHO-hM4 cells, ACh EC80 | inhibition, % at 3 µM | hit rate 0.73% among 360,000 | AID 624125, 2012;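 active = inhibition above its plate's cutoff, the mean inhibition of sample wells plus 3 SD, cut at about 27% in these data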;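 note: 0% = acetylcholine EC80 with DMSO and 100% = DMSO without agonist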
Starred values were filed as active, the others as inactive; x = no result given. Compounds were not picked by outcome. Share with any hit: about 2.9%.

SMILES	CHRM4 agonist	IDE inh	CHRM5 PAM	M4 PAM	CRFR2-BP ag	M5 antag	CHRM5 agonist	CRFR2-BP antag	CHRM4 antagonist
CC1(C)CC[C@]2(C(=O)n3ccnc3)CC[C@]3(C)[C@H](C(=O)C=C4[C@@]5(C)C=C(C#N)C(=O)C(C)(C)[C@@H]5CC[C@]43C)[C@@H]2C1	0	x	-7	-2	122*	15	2	-97	7
COc1ccccc1NC(=O)CCCCC(=O)Nc1ccccc1OC	1	-1	0	0	-2.2	10	-4	-4	10
COCCn1c(SCC(=O)Nc2nc(C)c(Cl)cc2Cl)nc2ccccc21	1	0	4	0	0.2	-5	-7	15	7
O=C(NCc1ccccc1F)c1ccncc1	2	-6	-3	7	-0.8	13	-1	-2	-6
O=C(O)CSCC(=O)NCc1csc2ccc(Cl)cc12	0	5	-4	-6	0.8	-3	0	16	2
COc1ccc(NC(=O)CS(=O)CC(=O)NCC2OCCc3ccccc32)cc1 (stereo not given)	1	0	5	-2	-2.3	3	-3	6	-8
Cc1cccc2nc(-c3ccco3)c(Nc3ccc4c(c3)OCCO4)n12	0	-1	-4	-2	1.2	4	6	10	-6
CCc1ccc(NC(=O)C(=O)c2cn(CC(=O)N3CCCCC3)c3ccccc23)cc1	3	7	-5	-2	-0.1	2	-3	12	-1
CCOC(=O)/C(=C/C=C1\Sc2ccccc2N1CC)C(C)=O	18	101*	-16	-9	238*	23	47*	-233	14
CN(C)Cc1c(C(=O)N/N=C/c2cccc3ccccc23)nnn1-c1nonc1N	1	-2	17	6	-0.3	20	5	-13	-9
CCCC(=O)c1ccc(OCc2cn(CC(=O)c3ccc(O)cc3)nn2)cc1	3	x	7	11	3.5	-9	1	-7	-5
O=C(Nc1ccccc1C(=O)N1CCCCC1)NC1CCCCC1	2	1	3	6	-1.7	6	0	-9	4
Cc1cccc(C(=O)Nc2sc(C)c(-c3ccccc3)c2C#N)c1	-1	0	-9	-5	0.4	15	-8	-10	-2
COc1ccc(S(=O)(=O)NCC(c2ccc3c(c2)OCO3)N2CCN(C)CC2)cc1OC (stereo not given)	1	-2	6	4	1.8	-1	-2	-4	-5
CCc1ccc(N2CC(C(=O)N3CCN(c4ccccn4)CC3)CC2=O)cc1 (stereo not given)	1	6	0	26*	0.5	0	3	-4	-24
COc1ccc(-n2c(=O)c(CCC(=O)N(C)Cc3cccs3)nc3ccccc32)cc1	4	2	-8	0	-1.3	4	5	16	-2
CCOC(=O)C1C(=O)CC(O)(c2ccccc2)CC1c1ccccc1 (stereo not given)	3	5	0	-6	-1.5	5	-1	3	-8
O=C(Nc1ccc(Nc2ccccc2)cc1)c1cc([N+](=O)[O-])ccc1Cl	7	-3	2	-6	0.4	4	0	7	10
CN(CCN1CCOCC1)Cc1nc(-c2ccccc2)no1	1	2	-3	-4	1.1	5	-2	-23	4
CC(C)C(Cl)=NOC(=O)Nc1ccc(F)cc1	1	x	-6	4	0.1	3	-1	-3	-6
O=C(CCCN1C(=O)C(=Cc2ccc3c(c2)OCO3)SC1=S)Nc1ccc(C(=O)O)c(O)c1	-2	x	1	8	x	-6	2	x	-24
CCC1=CC(c2ccccc2)n2ncnc2N1 (stereo not given)	2	-1	0	1	-3.0	13	2	-5	1
CC1CCCCC12NC(=O)N(CC(=O)OCC(=O)NC(=O)c1ccccc1)C2=O (stereo not given)	0	0	1	2	0.0	3	4	1	3
CCC(=O)Nc1cccc(NC(=O)c2ccc(C)c([N+](=O)[O-])c2)c1	8	4	-17	-3	-2.3	16	-2	16	20
O=C(N=C1SC2CS(=O)(=O)CC2N1Cc1ccc(Cl)cc1)C1CCCO1 (stereo not given)	2	-2	-5	1	1.5	8	-5	-12	3
COc1ccc(CCn2c(=N)c(C(=O)NCC3CCCO3)cc3c(=O)n4cccc(C)c4nc32)cc1OC (stereo not given)	9	-1	1	2	-1.2	5	-3	4	-9
CC1CCCCN1C(=O)CCS(=O)(=O)c1cccc2nonc12 (stereo not given)	0	3	2	-1	4.3	8	-10	-22	4
Cn1c(=O)c2sccc2n2c(CCCC(=O)NCCc3ccccc3)nnc12	2	0	7	0	-0.8	-7	0	-2	3
Cc1cccc(C(=O)NCC(=O)OCC(=O)N2CC3(C)CC2CC(C)(C)C3)c1 (stereo not given)	2	1	-3	-2	-0.8	0	1	-19	-3
Cc1cccc(C(=O)N/N=C/c2ccncc2)c1	1	-8	13	5	0.7	8	0	4	1

Laid out differently: 2 of the compounds above
O=C(CCCN1C(=O)C(=Cc2ccc3c(c2)OCO3)SC1=S)Nc1ccc(C(=O)O)c(O)c1
  CHRM4 agonist: -2; IDE inh: x; CHRM5 PAM: 1; M4 PAM: 8; CRFR2-BP ag: x; M5 antag: -6; CHRM5 agonist: 2; CRFR2-BP antag: x; CHRM4 antagonist: -24

CCC1=CC(c2ccccc2)n2ncnc2N1 (stereo not given)
  CHRM4 agonist: 2; IDE inh: -1; CHRM5 PAM: 0; M4 PAM: 1; CRFR2-BP ag: -3.0; M5 antag: 13; CHRM5 agonist: 2; CRFR2-BP antag: -5; CHRM4 antagonist: 1

Carrying on.
SMILES	CHRM4 agonist	IDE inh	CHRM5 PAM	M4 PAM	CRFR2-BP ag	M5 antag	CHRM5 agonist	CRFR2-BP antag	CHRM4 antagonist
CCCc1cc(=O)oc2c(C)c(OCC(=O)NC3CC(C)(C)NC(C)(C)C3)ccc12	1	0	-1	2	0.1	1	-6	-10	-2
CN(CC(=O)Nc1ccccc1C(F)(F)F)C(=O)COc1ncnc2ccccc12	1	-1	-6	-2	-0.6	6	0	-6	6
C/C(=N\NC(=O)CSc1nc2ccccc2o1)c1cccc(O)c1	1	-10	12	7	-0.4	8	-1	-12	15
NC(CSC(c1ccccc1)(c1ccccc1)c1ccc(-c2ccccc2)cc1)C(=O)O (stereo not given)	1	x	0	0	5.1	0	5	-15	-11
O=C(CN1CCCC1)Nc1ccccc1C(=O)c1ccccc1	0	2	8	4	0.9	-14	-6	-1	-9
Cc1ccc(C)c(-n2cc[nH]c2=S)c1	0	4	5	-3	0.2	-8	1	4	4
COC(=O)c1cc(S(=O)(=O)NCCCc2ccco2)c[nH]1	3	-1	0	2	0.2	4	1	4	-3
CN1/C(=C/C2CC(=O)NC2=O)C(C)(C)c2ccccc21 (stereo not given)	2	-3	-3	-5	1.8	-3	5	-4	2
COC(=O)CN(c1ccc(OC)cc1)S(=O)(=O)c1ccc(OC)c(OC)c1	2	4	-16	5	1.7	-10	-2	-2	-5
CCCCCC1CC(CC(=O)NC(=S)Nc2ccccc2Cl)C(=O)O1 (stereo not given)	-1	-3	-2	-2	0.8	9	0	-15	-1
CC(C)Sc1ccc([N+](=O)[O-])cc1C(=O)Nc1ccncc1	0	-2	8	2	-0.7	-7	-3	-19	-17
NC(=O)N1CCC2(CC1)NC(=O)N(c1ccccc1)N2	0	7	2	-7	-0.3	6	-2	4	-1
Cc1ncn(-c2ccccc2)c1-c1ccccc1	4	7	3	-2	0.5	11	-7	-1	6
COc1ccccc1OCC(=O)OCC(=O)NC1CCCCC1	1	-2	8	3	-4.0	-7	1	0	-10
Cc1cccc(N=C2NN=C(c3ccc4c(c3)OCCO4)CS2)c1	2	2	2	11	0.9	-4	5	4	-9
COC(=O)NCc1cc2cc(Cl)ccc2[nH]1	1	1	0	-4	-0.1	-2	3	17	-8
O=C1CN(C(=O)c2ccccc2)C(c2ccccc2)c2cc(Cl)ccc2N1 (stereo not given)	5	-1	-2	-5	-0.3	13	-2	-13	-10
CCOC(=O)C1CCN(C(=O)CN(c2ccc(Oc3ccccc3)cc2)S(C)(=O)=O)CC1	3	-3	-5	-4	-2.5	11	5	-12	3
CCCCNC(=O)CSc1nc2cc3c(cc2c(=O)n1CCC(=O)NCCc1ccc(OC)c(OC)c1)OCO3	0	0	2	-3	1.2	15	-1	9	4
Cc1nn2c(NC(C)C)c3c(nc2c1-c1ccccc1)CCC3	3	2	3	2	-2.3	11	-1	7	-6
CCCCn1c(N)c(N(CC(C)C)C(=O)c2ccc(COc3ccccc3)o2)c(=O)[nH]c1=O	4	-1	-2	-1	0.5	-1	-5	-7	-9
O=C(CCC1CCCN(C(=O)c2ccsc2)C1)N1CCN(c2ccccn2)CC1 (stereo not given)	0	1	2	-2	-1.4	3	0	19	6
C[C@H](CO)N1C[C@H](C)[C@H](CN(C)S(=O)(=O)c2cccs2)Oc2ccc(NC(=O)Nc3ccc4c(c3)OCO4)cc2CC1=O	1	4	-2	-16	-1.3	12	-2	11	41*
CNC(=O)N(O)C1N(/N=C/c2ccc(N(C)C)cc2)C(=S)SC1(C)C (stereo not given)	1	5	-6	3	-2.3	17	-2	-2	2
O=[N+]([O-])c1ccc2nc(-c3cccnc3)[nH]c2c1	1	-1	0	-2	-0.7	12	2	3	6
Cc1c(C(=O)Nc2c(F)cc(F)cc2Br)sc2ncn(CC(=O)N3CCCC3)c(=O)c12	1	3	3	12	0.8	-1	0	-6	1
O=C(NCc1ccc(F)cc1)c1ccc(N2CCc3ccccc32)c([N+](=O)[O-])c1	7	7	-10	-12	-1.6	6	0	35	7
COc1ccc(NS(=O)(=O)c2cc(C(=O)N3CCN(C/C=C/c4ccccc4)CC3)ccc2C)cc1	17	-2	-23	-9	2.2	2	3	-40	-2
CC(C)c1cc(C(=O)N/N=C/c2ccoc2)cs1	1	-2	6	1	-1.4	-5	4	-15	-7
COC(C(=O)NNC(=O)CCc1ccccc1)c1ccccc1 (stereo not given)	1	1	5	3	10	3	-2	-2	-6
CCOC(=O)C1(Cc2ccccc2C(F)(F)F)CCN(C2CCSC2)CC1 (stereo not given)	1	10	-2	-9	0.5	3	-2	-45	0
O=C(Nc1nc(-c2cc(F)ccc2F)cs1)c1ccccn1	0	2	1	6	4.4	8	3	5	-2
O=C(CSC1=NCCS1)N1CCc2ccccc21	0	6	4	-2	0.5	7	-4	2	6
COc1ccc(NC(=O)c2ccc(COc3ccc(C)cc3)o2)cc1	5	4	-5	8	-0.3	5	-2	14	-11
Cn1nc(C(F)(F)F)c(C#N)c1N1CCN(c2cccc(C(F)(F)F)c2)CC1	1	8	7	2	3.6	-2	1	-16	-4
COc1cccc(C(=O)NCC2(c3ccccc3)CCCC2)c1OC	2	1	2	0	-1.1	3	2	-1	-3
N#Cc1nc(-c2ccco2)oc1NCCN1CCOCC1	-1	-3	-1	0	-3.7	-1	2	-27	-3
COC(=O)c1ccc(NC(=O)CCS(=O)(=O)c2ccc(C)cc2)cc1	1	1	-3	-4	-1.5	12	0	-5	1
Nc1ncnc2c1ncn2[C@@H]1O[C@H](CNC(=O)[C@H]2CCC(=O)N2)[C@@H](O)[C@H]1O	0	x	-6	6	0.6	4	0	18	-18
C=CCc1c(C)nc(SCC(N)=O)[nH]c1=O	1	0	-3	10	11	3	-1	4	-9
